PLAP activator – PLAP enzyme activators, biochemical, luminescence, HTS; Alkaline phosphatase, placental type (Homo sapiens), P05187; purified PLAP enzyme, luminescent substrate read-out; stronger effect = higher value; activation fold at 20 µM; actives 1.2% (n = 96,000); AID 696, 2007; in the data active means activation fold above about 2
Pyk2 oligo antag – antagonists of Pyk2 self-association, primary screen, Q293 cells, FERM NanoBiT luminescence, HTS; Protein-tyrosine kinase 2-beta (Homo sapiens), Q14289; stronger effect = lower value; z-score (the deposit names both 25 µM and 10 µM); actives 0.83% (n = 99,000); AID 1347419, 2020;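 active means Z-score of -3 or lower, scaled per plate to the spread of control and sample wells; inactive means z-score above -3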;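 further: negative z-score means lost luminescence so less FERM oligomerization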
CYP2C19 act – human CYP2C19 activators, primary screen, biochemical, luminescence; Cytochrome P450 2C19 (Homo sapiens), P33261; recombinant CYP2C19, luciferin-H EGE luminescence; stronger effect = higher value; 0 = fully inhibited enzyme, 1 = untreated enzyme; activation factor at 5 µM; 96,000 tested, under 10 active;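 active means activation factor of at least 2 at 5 µM in the primary screen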;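 further: 0 = wells with 2.5 mM tranylcypromine and 1 = vehicle-only wells; values of inactives mirror those of a sister screen read the other way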
PostGolgi yeast – phenotypic screen on post-Golgi transport, primary screen | actives 0.9% (n = 98,000) | AID 739, 2007 | post-Golgi transport phenotypic cell assay | inhibition, % at 10 µM; in the data active means inhibition above about 30%;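 further: yeast cells grown in 1536-well plates; yeast grown about 18 h at 30C before absorbance read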
CYP2C9 act – human CYP2C9 activators, primary screen, biochemical, luminescence; actives 1.4% (n = 96,000); Cytochrome P450 2C9 (Homo sapiens), P11712; AID 1024, 2008; recombinant CYP2C9, luciferin-H conversion; stronger effect = higher value; factor 1 = untreated enzyme, 0 = blocked; activation factor at 5 µM;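 active means activation factor of 2 or more for CYP2C9 at a 5 µM dose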;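 further: 0 = sulfaphenazole-blocked wells and 1 = vehicle-only wells; values of inactives mirror those of a sister screen read the other way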
Target sequence (P11712 whole entry, looked up): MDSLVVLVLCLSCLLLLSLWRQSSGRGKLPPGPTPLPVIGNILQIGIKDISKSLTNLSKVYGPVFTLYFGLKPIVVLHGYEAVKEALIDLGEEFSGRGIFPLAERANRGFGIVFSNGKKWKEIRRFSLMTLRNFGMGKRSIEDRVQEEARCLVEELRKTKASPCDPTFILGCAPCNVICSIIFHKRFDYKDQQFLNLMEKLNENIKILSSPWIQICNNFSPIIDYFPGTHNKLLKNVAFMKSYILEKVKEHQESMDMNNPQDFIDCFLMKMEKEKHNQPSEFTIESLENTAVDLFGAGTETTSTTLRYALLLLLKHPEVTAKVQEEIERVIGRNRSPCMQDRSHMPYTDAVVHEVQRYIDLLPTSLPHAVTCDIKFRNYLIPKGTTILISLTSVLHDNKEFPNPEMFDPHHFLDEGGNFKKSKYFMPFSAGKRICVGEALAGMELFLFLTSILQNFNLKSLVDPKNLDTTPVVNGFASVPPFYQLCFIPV
CYP2C19 inh – blockers of cytochrome P450 2C19 activity – biochemical, luminescence, ADME assay, primary screen; CYP2C19 Supersomes, luciferin-H EGE luminescence, 30 min; inhibition, % at 5 µM; actives 21% (n = 96,000);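 active means CYP2C19 inhibition above a set limit at 5 µM in the primary screen, cut at about 50% in these data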;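 further: plate controls were negative control wells for no effect and 2.5 mM tranylcypromine positive control for full effect; values of inactives mirror those of a sister screen read the other way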
CYP2C9 inh – blockers of cytochrome P450 2C9 activity – biochemical, luminescence, ADME assay, primary screen; P11712; CYP2C9 Supersomes, luciferin-H conversion; inhibition, % at 5 µM; actives 20% (n = 96,000);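 active means blocking of liver enzyme CYP2C9 beyond about 50% at 5 µM, limit read from the data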; further: values of inactives mirror those of a sister screen read the other way
Ecoli WT expand – growth inhibitors of wild-type E. coli, primary screen, strain BW25113, expanded library, OD600. OD600 absorbance. growth inhibition, % at 100 µM. actives 0.15% (n = 98,000);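 active means growth inhibition above about 50% at one test dose, limit read from the data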;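 further: growth measured after 20 h incubation at 37 °C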
EphB4 antag – EphB4-ephrin-B2 interaction antagonists, primary screen, biochemical, TNYL-RAW peptide probe, fluorescence polarization. Ephrin type-B receptor 4 (Homo sapiens), P54760. EphB4 LBD / TNYL-RAW-Alexa532 peptide. inhibition, % at 7 µM. actives 0.15% (n = 97,000);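 active means inhibition above the screen-wide mean inhibition plus 3 SD, cut at about 15% in these data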;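 further: 0% = DMSO wells and 100% = excess unlabeled TNYL-RAW peptide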
* marks the source's active call; other numbers are inactive results; . = not tested or not shown. Outcome played no part in choosing rows, and some 31% of all compounds hit somewhere here.

molecule,PLAP activator,Pyk2 oligo antag,CYP2C19 act,PostGolgi yeast,CYP2C9 act,CYP2C19 inh,CYP2C9 inh,Ecoli WT expand,EphB4 antag
Clc1ccc(-c2nn3c(-c4ccncc4)nnc3s2)c(Cl)c1,0.9,.,0.2,.,0.8,84*,15,.,.
COc1ccccc1CC(=O)Nc1cc2oc3ccccc3c2cc1OC,0.7,-1.9,0.5,6,0.7,50,31,-10,-6
Cc1ccc(S(=O)(=O)N2CCN(c3ccc(S(=O)(=O)N4CCOCC4)cn3)CC2)cc1,0.8,0.12,0.9,-30,0.9,8,7,-2,3
O=C(NCCc1ccc(Cl)cc1)C1CCN(S(=O)(=O)c2cccs2)CC1,1.6,-1.5,0.2,-12,0.2,84*,79*,4,9
CC(=O)N1CN(CCCn2ccnc2)Cc2c1sc1c2CCCC1,1.1,1.4,0.1,-12,0,94*,96*,6,-12
CCOC(=O)N1CCC(NC(=O)CN2C(=O)CSc3ncccc32)CC1,1,.,1,-1,1.2,-1,-18,-3,.
N#Cc1ccccc1Sc1ccccc1C(=O)OCC(=O)N1CCN(C(=O)c2ccco2)CC1,1.5,0.06,0.7,-8,0.2,25,77*,-11,.
O=C(Nc1nccs1)C12CC3CC(C1)CC(C(=O)Nc1nccs1)(C3)C2,1.5,-0.12,0.1,23,0.2,91*,81*,1,2
O=C(O)c1ccc(C(=O)Nc2cccc(NC(=O)C3CCCO3)c2)cc1 (stereo not drawn),1.1,-0.07,1,4,1,-3,1,-8,12
CCOC(=O)C1=C(CSc2nc(-c3ccccc3)ccc2C#N)OC(N)=C(C#N)C1c1ccccc1 (stereo not drawn),1.2,-0.46,0.4,-14,0.1,59*,92*,-11,-4
COC(=O)c1ccc(Cn2c(C)cc(C)[n+]2C)o1,1.1,1.3,1,14,1,3,2,7,-3
COc1cc(NC(=O)CS(=O)(=O)c2ccc(C)cc2)cc(OC)c1OC,1.1,0.07,0.3,-2,0.8,73*,20,-12,-6
CCc1ccc(-c2cc(C(F)(F)F)n3nc(C(=O)Nc4c(C)nn(Cc5ccccc5C)c4C)cc3n2)s1,1.7,-0.45,0.8,6,0.5,20,46,-16,2
O=C(Cn1c(-c2ccccc2)noc1=O)NCc1ccccc1,0.8,-0.11,0.6,0,2*,41,-98,0,2
Cc1cc(C)n(C(=O)CSc2nnc(SCC(=O)n3nc(C)cc3C)s2)n1,1.2,-0.43,1.2,2,1.1,-20,-15,-1,-3
CCOc1ccc(NC(=O)CSCc2cnn(-c3ccccc3)c2-n2cccc2)cc1,.,0.03,0,-4,0.1,98*,94*,-17,-4
COC(=O)c1ccc(C(=O)Nc2cc(Cl)ccc2Cl)cc1NC(=O)c1ccccc1C,1,0.09,1,2,1.1,5,-14,-10,-5
CN(C)/C=C/C(=O)/C=C/c1cn(-c2ncc(C(F)(F)F)cc2Cl)c2ccccc12,1.2,0.59,0.9,13,0.9,15,13,1,-5
Cc1nnc(SCC(=O)Nc2ccccc2NC(=O)CSc2nnc(C)s2)s1,0.9,-0.37,0.9,6,1.1,8,-7,6,-5
CC(=O)Nc1ccccc1OCc1nnc(-c2cccs2)o1,0.9,-0.42,0.8,2,0.6,24,36,27,5
Cc1cc(NC(=O)Nc2cccc3ccccc23)no1,0.7,-0.4,0.8,-9,1.3,23,-30,7,-7
O=C(O)CCc1ccc(-c2cccs2)n1NC(=O)c1ccc(O)cc1,1.2,0.19,1,-5,0.9,-5,11,-1,1
CCOc1cc(/C=N/NC(=O)Cn2nc([N+](=O)[O-])cc2C)cc(Br)c1OCc1ccccc1C,1.5,0.02,0.5,10,0.3,47,70*,-3,2
Cc1cc2cc(CN(Cc3nnnn3C3CCCCC3)CC3CCCO3)c(=O)[nH]c2cc1C (stereo not drawn),1.7,0.18,0.3,-15,0.6,69*,38,1,8
COC(=O)Cc1cc(=O)oc2c(C)c(O)ccc12,0.9,1.4,0.8,-7,1.2,18,-19,10,-8
O=C(Nc1nnc(-c2ccc(Cl)cc2)o1)c1ccccc1Br,1,.,0.9,78*,0.7,6,26,57*,-3
COc1ccc(NC(=O)CSc2nncs2)cc1OC,0.9,1.6,0.9,-2,1,13,1,3,-6
CCc1c(O)nc(N2CCN(Cc3ccccc3)CC2)[nH]c1=O,1.4,0.11,0.9,14,0.8,9,24,7,0
Cc1c(Cl)cccc1-n1nnnc1-c1cccs1,0.9,0.43,0,2,0.7,96*,26,-11,.
CCCCNc1ncnc2c1cnn2-c1ccc(Cl)cc1,1.2,.,0.7,-2,0.3,28,70*,3,.

The closing two records of the section above open the next one.
molecule,PLAP activator,Pyk2 oligo antag,CYP2C19 act,PostGolgi yeast,CYP2C9 act,CYP2C19 inh,CYP2C9 inh,Ecoli WT expand,EphB4 antag
Cc1c(Cl)cccc1-n1nnnc1-c1cccs1,0.9,0.43,0,2,0.7,96*,26,-11,.
CCCCNc1ncnc2c1cnn2-c1ccc(Cl)cc1,1.2,.,0.7,-2,0.3,28,70*,3,.
Cc1ccc(-c2nnc3ccc(SCC(=O)N4CCc5ccccc54)nn23)cc1,0.9,.,0.8,-10,0,20,100*,-11,-11
O=C(OCC(=O)N1CCOCC1)c1ccc[nH]c1=O,0.9,-0.07,1.1,0,1.1,-8,-7,0,1
CCCCNC(=O)COC(=O)c1cc(S(=O)(=O)N2CCCCCC2)ccc1OC,1.3,1.1,0.4,-1,0.5,55*,48,0,1
Cc1ccc(CN2CCNC2=O)cc1,1,0.26,1,-7,0.9,3,12,6,-3
CCOC(=O)C(C)n1cnc2c(nnn2Cc2ccc(Cl)cc2)c1=O (stereo not drawn),0.8,0.43,0.8,-2,2.5*,21,-147,7,0
O=C(COC(=O)c1cc([N+](=O)[O-])ccc1NCc1ccccc1)NC1CCCc2ccccc21 (stereo not drawn),0.8,0.48,0.8,4,0.3,20,69*,-10,0
CSc1ccc(-c2nnn(Cc3ccc(Br)cc3)n2)cc1,1.1,-0.12,0.2,-5,0.7,75*,30,2,0
COC(=O)CNC(=O)C(C)(C)Oc1ccc(Cl)cc1,0.9,-0.33,0.7,7,0.9,29,8,-8,0
Cn1c(NCc2cccs2)nc2ccccc21,0.7,-0.09,0.5,0,1,52*,3,15,-7
CC1C/C(=N\NC(=S)NCc2ccccc2)CC(C)(C)C1 (stereo not drawn),1,-0.21,0.7,2,1.1,26,-8,-9,6
Cc1nn(-c2ccccc2)c(N)c1C(O)(CSc1nccn1C)C(F)(F)F (stereo not drawn),1.1,0.03,0.1,-1,0.1,93*,87*,3,1
O=C(NCCO)c1ccccc1O,0.9,-0.22,1,23,1.1,-3,-10,2,4
CN=C(Nc1ccccc1OC)SC1CC(=O)N(c2ccc(C(=O)OC)cc2)C1=O (stereo not drawn),1.5,-0.27,0.6,5,0.8,44,23,-14,-8
Cc1cc(C)cc(Nc2ncc3c(n2)CC(c2ccco2)CC3=O)c1 (stereo not drawn),0.8,0.12,0.6,5,0.4,37,58*,-1,0
N#CCSc1nnc(-c2ccccc2)c(-c2ccccc2)n1,0.9,-0.93,0.7,-4,0.6,32,39,-22,-10
CCN(CC)CCNCc1ccc(-c2ccc(Cl)cc2)o1,1.3,-0.06,0.8,1,1.1,16,-13,11,.
COc1ccc2c(c1)C(=O)c1ccccc1CO2,1.1,0.65,0.9,10,0.9,11,9,9,1
O=S(=O)(Nc1ccc(N2CCCCC2)cc1)c1cccc2cccnc12,0.8,-0.76,0.9,1,1.1,8,-6,-8,0
CC1(C)CC(=O)C2=C(C1)OC(N)=C(C#N)C21C(=O)N(CN2CCOCC2)c2ccccc21 (stereo not drawn),1.1,0.55,1,-1,0.7,2,26,-3,1
Cc1ccc(NC(=S)C2=C(O)c3ccccc3N(C)S2(=O)=O)cc1,1.1,-1.6,1.1,11,0,-10,100*,-10,5
Cc1cc(S(=O)(=O)NCC(c2ccccc2)c2ccccc2)ccc1-n1cnnn1,1.4,-0.59,1.1,-8,1,-5,-5,2,2
CCCCNC(c1ccccc1)c1ccncc1 (stereo not drawn),0.9,-0.53,0.3,-6,0.6,70*,45,14,-2
CCCCn1c(SCC2CCCO2)nc2cc(S(N)(=O)=O)ccc21 (stereo not drawn),1.4,0.42,0.8,-16,0.6,16,37,3,1
CCOC(=O)c1c(C)[nH]c(C(=O)CSc2nnnn2-c2ccc(C)cc2)c1C,1.2,0.13,0.5,-15,0.6,54*,36,0,-5
CCc1noc(C)c1C(=O)Nc1sc(C(=O)N(C)C)c(C)c1C(=O)OC,1.4,0.59,0.5,-5,0.4,46,60*,-4,7
Cc1cc(N2C(=O)CC(Cc3ccccc3)C2=O)no1 (stereo not drawn),1,0.22,0.8,-2,0.9,17,6,2,2
CC1Cc2ccccc2N1C(=O)CSCC(=O)O (stereo not drawn),0.9,0.25,1.1,5,1.1,-8,-13,2,0
Cc1ccc(-n2cccc2C(=S)N=P(N(C)C)(N(C)C)N(C)C)cc1,0.9,1.5,0.9,2,1,9,-4,7,.
COc1ccc(S(=O)(=O)CCC(=O)NCCc2ccc(C)cc2)cc1,1.6,3.4,0.4,-2,0.2,57*,75*,2,-3
Cc1ccc(C(=O)C[n+]2cccc3ccccc32)cc1,0.9,0.16,0.6,21,0.7,37,26,1,-4
Cc1ccc(-c2noc(CN3CCCCC3)n2)cc1,1,1.4,0.6,-3,1.3,38,-26,11,-3

High-throughput results: PubChem BioAssay, several laboratories
